# Salmonella PhoP GFP – PhoP regulon inhibitors, Salmonella typhi PhoP promoter GFP reporter, confirmatory (AID 1850) | 310,000 compounds, 0.33% hits | Salmonella Typhi PhoP-promoter GFP reporter, fluorescence, 4 h; higher % means a stronger effect | inhibition, % at 50 µM, or IC50 in µM where a hit was titrated; in the data active = a potency from the dose series; inconclusive = inhibition mostly from about 25% at the one dose, without a potency; inactive = the rest, 99 in 100 with inhibition below about 19%;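 also: 0% = induced wells with vehicle and 100% = uninduced wells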
# M. tuberculosis HTS – M. tuberculosis growth inhibition, HTS (AID 449762); M. tuberculosis H37Rv growth inhibition, 7H9 media; higher % means a stronger effect; one-dose inhibition, % at 25 µM; IC50 in µM for titrated hits; 330,000 compounds, 0.59% hits; in the data active = a potency from the dose series; inconclusive = inhibition above about 70% without an active follow-up result;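 also: bacterial growth assessed after seven days of incubation; strong numbers were not always called active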
# VEEV TC-83 Vero – inhibitors of VEEV TC-83 cytopathic effect, confirmation, Vero cells (AID 588727). Vero cells, VEEV TC-83 cytopathic effect inhibition; higher % means a stronger effect. inhibition, % at 20 µM, or IC50 in µM where a hit was titrated. 350,000 compounds, 0.13% hits; in the data active = a potency from the dose series; inconclusive = inhibition mostly from about 14% at the one dose, without a potency; inactive = the rest, 99 in 100 with inhibition below about 12%; also: strong numbers were not always called active
# H1N1 NS1A inhibition – H1N1 influenza NS1A inhibitors, functional cell based assay (AID 504329); one-dose inhibition, % at 12.5 µM; IC50 in µM for titrated hits; NS1A functional cell-based assay, percent inhibition; higher % means a stronger effect; 340,000 compounds, 0.3% hits; in the data active = a potency from the dose series; inconclusive = inhibition above about 27% without an active follow-up result; also: strong numbers were not always called active
# tuberculosis growth – growth inhibition of non-replicating M. tuberculosis (AID 488890); Mycobacterium tuberculosis non-replicating, growth inhibition; higher % means a stronger effect; inhibition, % at 25 µM, or IC50 in µM where a hit was titrated; 320,000 compounds, 0.39% hits; in the data active = a potency from the dose series; inconclusive = inhibition mostly from about 82% at the one dose, without a potency; inactive = the rest, 99 in 100 with inhibition below about 76%;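 also: plate controls were DMSO cells for no effect and high antibiotic wells for full effect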
# * hit, by the source's call; i = inactive; ? = inconclusive; . = not tested or not shown.
item	SMILES	Salmonella PhoP GFP	M. tuberculosis HTS	VEEV TC-83 Vero
1	Cc1ccc(C2=NCN(c3ccc(C(=O)O)cc3)C(=S)N2)cc1	2%	0%	.
2	Cc1ccc(N2NC(C)(c3cccs3)NC2=S)cc1 (centres undefined)	-7%	?	3.1%
3	CCN(CC(=O)Nc1ccccc1C(F)(F)F)C(=O)CN1C(=O)NC2(CCCC2)C1=O	-3%	-4%	i
4	COc1cc(/C=N/Nc2ccc3ccccc3c2)ccc1OC(=O)c1ccco1	-3%	?	2.6%
5	CC[C@H]1c2[nH]c3ccccc3c2C[C@@H]2C(=O)N(c3ccc(F)cc3)C(=O)N21	1%	-10%	9.3%
6	CCCCCc1c(O)c2ccccc2[nH]c1=O	0%	6%	2.5%
7	C[C@@H]1NC(=O)c2cc([N+](=O)[O-])cc(I)c2NCCCC[C@@H](C(N)=O)NC(=O)[C@H](CC(N)=O)NC1=O	-10%	0%	1.7%
8	O=C(Nc1nc(-c2ccccn2)cs1)c1cc2ccccc2o1	-50%	?	1.4%
9	Cc1ccc(NC(=O)c2nc[nH]c2C(=O)NCCCCNC(=O)c2[nH]cnc2C(=O)Nc2ccc(C)cc2)cc1	.	3%	11%
10	Cc1ccc(CNC(=O)C2CC(=O)N(c3ccc(OCC(=O)N4CCCC4)cc3)C2)cc1 (centres undefined)	-6%	-3%	1.0%
11	Cc1nc2c(-c3ccc(F)cc3)c(C)nn2c(C)c1CCC(=O)Nc1ccccc1	-5%	-5%	0.0%
12	Clc1ccc(N/N=C/c2cccs2)nn1	24%	6%	3.0%

item	H1N1 NS1A inhibition	tuberculosis growth
1	.	-3%
2	3%	38%
3	13%	-3%
4	0%	?
5	-5%	5%
6	9%	20%
7	-8%	-11%
8	25%	?
9	-6%	5%
10	-8%	6%
11	15%	-9%
12	13%	?

# Following part:
item	SMILES	Salmonella PhoP GFP	M. tuberculosis HTS	VEEV TC-83 Vero
13	Cc1noc(C)c1COC(=O)C1COc2ccccc2O1 (centres undefined)	0%	-2%	5.1%
14	Cc1[nH]c(=S)c(C#N)c(-c2ccco2)c1C(=O)N(C)C	2%	0%	0.3%
15	O=c1oc(/C=C/c2ccccc2)nc2sc3c(c12)CCC3	0%	69%	1.4%
16	CC(C)c1nnc(NC(=O)c2cccs2)s1	-5%	-2%	1.3%
17	O=C(NC1=NCCS1)c1ccccc1Br	3%	-1%	4.3%
18	C=C[C@@]12CN(C)[C@H]3[C@H]1[C@@]1(C(=O)Nc4ccccc41)C1CC2[C@@H]3CO1	-17%	-1%	1.3%
19	COc1ccccc1Nc1cc(C)nc2c(C)ccc([N+](=O)[O-])c12	-3%	0%	5.6%
20	Cn1cccc1C(=O)NC(=O)COC(=O)CNC(=O)c1ccc(Cl)cc1Cl	-1%	0%	1.2%
21	CCC(Oc1ccc(Br)cc1Cl)C(=O)Nc1nnc(C2CC2)s1 (centres undefined)	-4%	-18%	6.1%
22	Cc1nn(CC(=O)c2cccc(Cl)c2)c(C)c1[N+](=O)[O-]	-8%	-4%	2.3%
23	CC1(c2ccc(OC(F)F)cc2)NC(=O)N(CC(=O)Nc2ccc3[nH]c(=O)[nH]c3c2)C1=O (centres undefined)	6%	-2%	9.1%
24	CCCN(CCC)S(=O)(=O)c1cc2c3c(c1)CCN3C(=O)CC2	3%	2%	i

item	H1N1 NS1A inhibition	tuberculosis growth
13	-8%	65%
14	2%	-13%
15	0%	68%
16	7%	-13%
17	.	-6%
18	-1%	-1%
19	26%	54%
20	-12%	-3%
21	-6%	19%
22	-1%	12%
23	1%	8%
24	0%	4%

# Single records, as listed above.
# Entry for Cc1nc2c(-c3ccc(F)cc3)c(C)nn2c(C)c1CCC(=O)Nc1ccccc1 = Salmonella PhoP GFP: -5%; M. tuberculosis HTS: -5%; VEEV TC-83 Vero: 0.0%; H1N1 NS1A inhibition: 15%; tuberculosis growth: -9%
# Entry for Cn1cccc1C(=O)NC(=O)COC(=O)CNC(=O)c1ccc(Cl)cc1Cl = Salmonella PhoP GFP: -1%; M. tuberculosis HTS: 0%; VEEV TC-83 Vero: 1.2%; H1N1 NS1A inhibition: -12%; tuberculosis growth: -3%
# Entry for O=c1oc(/C=C/c2ccccc2)nc2sc3c(c12)CCC3 = Salmonella PhoP GFP: 0%; M. tuberculosis HTS: 69%; VEEV TC-83 Vero: 1.4%; H1N1 NS1A inhibition: 0%; tuberculosis growth: 68%

# (listing goes on)
item	SMILES	Salmonella PhoP GFP	M. tuberculosis HTS	VEEV TC-83 Vero
25	Brc1ccccc1CNCCc1ccc2c(c1)OCO2	-8%	2%	i
26	O=C(CN(Cc1ccccc1)C(=O)c1csnn1)NCc1ccc2c(c1)OCO2	-2%	2%	i
27	O=C1c2ccccc2NC2(CCCC2)N1O	-3%	-1%	0.4%
28	O=C(N/N=C/c1ccc2c(c1)OCO2)c1ccc(Br)o1	0%	0%	i
29	Oc1ccccc1CN1CCC(C(O)(c2ccccc2)c2ccccc2)CC1	-10%	5%	0.5%
30	C=CCOC(=O)C1=C(C)NC(SCC(=O)Nc2nccs2)=C(C#N)C1c1cccs1 (centres undefined)	-1%	?	7.3%
31	O=S(=O)(Oc1ccccc1-c1ccccc1)c1ccccc1	.	.	0.2%
32	O=S(=O)(NC(=S)c1ccccc1)c1ccc(F)cc1	-3%	5%	0.1%
33	CC(=O)c1cccc(NC(=O)CSc2n[nH]c(=O)n2C2CC2)c1	.	0%	5.2%
34	COc1cc(CCC(=O)OCC(=O)Nc2ccc(C)cc2Br)cc(OC)c1OC	-12%	-9%	0.7%
35	Cc1cc([N+](=O)[O-])ccc1NC(=O)C(C)NC1CCCCC1 (centres undefined)	5%	-7%	0.4%
36	CC1(c2ccc(Cl)cc2Cl)NC(=O)N(CC(=O)NC2CCCCC2)C1=O (centres undefined)	.	-4%	3.4%

item	H1N1 NS1A inhibition	tuberculosis growth
25	-5%	38%
26	-15%	-1%
27	-2%	17%
28	-1%	9%
29	2%	29%
30	2%	47%
31	-5%	.
32	-18%	11%
33	-61%	-5%
34	4%	26%
35	0%	21%
36	-17%	11%

# Quoted at random: 4 entries already listed, in no set order.
item	SMILES	Salmonella PhoP GFP	M. tuberculosis HTS	VEEV TC-83 Vero
36	CC1(c2ccc(Cl)cc2Cl)NC(=O)N(CC(=O)NC2CCCCC2)C1=O (centres undefined)	.	-4%	3.4%
33	CC(=O)c1cccc(NC(=O)CSc2n[nH]c(=O)n2C2CC2)c1	.	0%	5.2%
3	CCN(CC(=O)Nc1ccccc1C(F)(F)F)C(=O)CN1C(=O)NC2(CCCC2)C1=O	-3%	-4%	i
8	O=C(Nc1nc(-c2ccccn2)cs1)c1cc2ccccc2o1	-50%	?	1.4%

item	H1N1 NS1A inhibition	tuberculosis growth
36	-17%	11%
33	-61%	-5%
3	13%	-3%
8	25%	?

# Remaining list, next part:
item	SMILES	Salmonella PhoP GFP	M. tuberculosis HTS	VEEV TC-83 Vero
37	CC(=O)c1c(C(C)=O)c(C)n(-c2nc(-c3ccc(Br)cc3)c(C)s2)c1C	-15%	-7%	i
38	Cc1nc(N)nc(COc2ccccc2)n1	1%	-9%	i
39	Cc1cc[n+](Cc2ccc([N+](=O)[O-])cc2)cc1	10%	-8%	0.4%
40	COc1ccc2c(c1)c(C(=O)CN1CCN(Cc3ccccc3)CC1)c(C)n2C	7%	3%	i

item	H1N1 NS1A inhibition	tuberculosis growth
37	4%	24%
38	-18%	-4%
39	-6%	-8%
40	22%	9%

# Arranged by molecular weight (falling): three of the compounds above.
item	SMILES	Salmonella PhoP GFP	M. tuberculosis HTS	VEEV TC-83 Vero
29	Oc1ccccc1CN1CCC(C(O)(c2ccccc2)c2ccccc2)CC1	-10%	5%	0.5%
22	Cc1nn(CC(=O)c2cccc(Cl)c2)c(C)c1[N+](=O)[O-]	-8%	-4%	2.3%
2	Cc1ccc(N2NC(C)(c3cccs3)NC2=S)cc1 (centres undefined)	-7%	?	3.1%

item	H1N1 NS1A inhibition	tuberculosis growth
29	2%	29%
22	-1%	12%
2	3%	38%

# Single values from the results shown.
# For tuberculosis growth, cpd 40 shows 9%
# For H1N1 NS1A inhibition, cpd 38 shows -18%
# For M. tuberculosis HTS, cpd 37 shows -7%
# For tuberculosis growth, cpd 39 shows -8%

# Screening results (PubChem BioAssay)
